TLR9-MyD88 inh: inhibitors of TLR9-MyD88 association in cells, primary screen, cell-based, CHO, BLA complementation, fluorescence; CCF4 FRET ratio; inhibition, % at 4.98 µM; hit rate 0.21% among 340,000; AID 504734, 2011;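 active = inhibition above the mean over all tested compounds plus 3 SD, cut at about 21% in these data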;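 also: 0% = DMSO only wells and 100% = clavulanate BLA inhibitor control wells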
Target sequence (Q99836 whole entry, looked up): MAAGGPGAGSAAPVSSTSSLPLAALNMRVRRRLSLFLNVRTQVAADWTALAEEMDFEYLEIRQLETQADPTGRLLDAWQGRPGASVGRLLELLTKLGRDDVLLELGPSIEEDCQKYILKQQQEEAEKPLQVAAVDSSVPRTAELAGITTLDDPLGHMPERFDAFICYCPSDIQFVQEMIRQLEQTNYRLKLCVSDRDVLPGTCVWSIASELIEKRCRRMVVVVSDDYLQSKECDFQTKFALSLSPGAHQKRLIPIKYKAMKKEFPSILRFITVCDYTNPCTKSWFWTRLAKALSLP
Target sequence (Q9NR96 whole entry, looked up): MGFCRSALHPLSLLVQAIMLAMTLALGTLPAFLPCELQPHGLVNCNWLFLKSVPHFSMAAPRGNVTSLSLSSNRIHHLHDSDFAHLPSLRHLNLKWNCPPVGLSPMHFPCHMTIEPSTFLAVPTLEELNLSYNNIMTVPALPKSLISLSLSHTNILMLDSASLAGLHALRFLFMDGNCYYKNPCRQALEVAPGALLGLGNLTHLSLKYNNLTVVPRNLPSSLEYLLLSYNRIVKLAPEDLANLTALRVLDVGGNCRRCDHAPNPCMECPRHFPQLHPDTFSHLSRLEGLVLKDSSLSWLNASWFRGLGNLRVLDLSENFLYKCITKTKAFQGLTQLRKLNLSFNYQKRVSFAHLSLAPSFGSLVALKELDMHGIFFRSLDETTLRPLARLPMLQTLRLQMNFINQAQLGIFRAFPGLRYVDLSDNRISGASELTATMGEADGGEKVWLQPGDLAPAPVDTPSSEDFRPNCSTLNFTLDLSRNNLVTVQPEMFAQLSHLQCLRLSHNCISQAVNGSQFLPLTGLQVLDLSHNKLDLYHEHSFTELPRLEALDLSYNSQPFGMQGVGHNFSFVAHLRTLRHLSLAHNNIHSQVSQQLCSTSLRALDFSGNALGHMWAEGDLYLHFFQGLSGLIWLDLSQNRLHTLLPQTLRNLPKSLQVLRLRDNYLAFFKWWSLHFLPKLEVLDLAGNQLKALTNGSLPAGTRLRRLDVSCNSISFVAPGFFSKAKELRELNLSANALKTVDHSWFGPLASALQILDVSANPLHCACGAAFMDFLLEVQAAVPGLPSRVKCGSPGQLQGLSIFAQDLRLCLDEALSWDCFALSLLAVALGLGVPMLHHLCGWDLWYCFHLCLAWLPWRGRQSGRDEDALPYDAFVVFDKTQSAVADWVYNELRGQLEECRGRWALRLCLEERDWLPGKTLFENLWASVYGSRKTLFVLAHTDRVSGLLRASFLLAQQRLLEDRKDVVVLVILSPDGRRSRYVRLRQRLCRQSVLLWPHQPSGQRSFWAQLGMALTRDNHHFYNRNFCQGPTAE
N-glyco inh: increase of ERlucT glycosylation luciferase signal, primary screen, N-linked glycosylation inhibitor project, D54 ERlucT cells, luminescence, set 2; D54 ERlucT glycosylation luciferase reporter, 24 h; percent of 100 nM tunicamycin response; hit rate 0.23% among 360,000; reporter increase, % at 12.5 µM;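 active = mean luciferase reporter signal, scaled so untreated is 0 and the glycosylation-blocking control 100, at or above a set limit in every replicate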;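 also: luciferase carries N-glycosylation sites so blocking glycosylation raises the light; 0% = median of neutral control wells and 100% = median of 100 nM tunicamycin wells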
ABCB6 inh 2: ABCB6 transporter inhibitors, primary screen, K562-ABCB6 cells, flow cytometry, MLPCN library. hit rate 0.19% among 360,000. K562-ABCB6 porphyrin accumulation, 1 h; active compounds read low. fluorescence ratio to DMSO, % at 10 µM;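 active = fluorescence ratio to DMSO below 75%, the collection mean minus 3 SD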;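 also: signal is porphyrin accumulated inside mitochondria; 100% equals median channel fluorescence of DMSO control wells; lower ratio means ABCB6 inhibition with less porphyrin fluorescence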
m5-HT2A agonist: mouse Htr2a agonists via beta-arrestin recruitment, primary screen, cell-based, luminescence | 5-hydroxytryptamine receptor 2A (Mus musculus), P35363 | CHO-K1 mHTR2A beta-arrestin complementation; percent of 30 µM serotonin response | activation, % at 7.6 µM | hit rate 0.66% among 360,000;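 active = activation above a run cutoff, the mean activation of all tested compounds plus 3 SD, cut at about 14% in these data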;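 also: 0% = plate median of compound wells and 100% = 30 µM serotonin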
ABHD5-PLIN5 inh: ABHD5-PLIN5 interaction inhibitors, primary screen, cell lysate, split luciferase complementation, luminescence; hit rate 0.78% among 360,000; inhibition, % at 4 µM; Perilipin-5 (Homo sapiens) + 1-acylglycerol-3-phosphate O-acyltransferase ABHD5 (Homo …; Split G. princeps luciferase complementation, 4 h;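 active = inhibition above the mean inhibition across every tested compound plus 3 SD, cut at about 22% in these data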;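 also: 0% = DMSO only wells and the 100% control is not disclosed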
SRC2 inh: inhibition of GAL4-SRC2 driven luciferase reporter, primary screen, SRC2 inhibitor project, cell-based, luminescence. Nuclear receptor coactivator 2 (Homo sapiens), Q15596. HEK293 GAL4-SRC2 luciferase reporter. inhibition, % at 9 µM. hit rate 0.17% among 370,000;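 active = inhibition above the mean inhibition of all tested compounds plus 3 SD, set per campaign, cut at about 52% in these data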;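 also: 0% = DMSO treated cells and 100% = cells given Gossypol at 36 µM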
NOD2 RIPK2 PPI: NOD2-RIPK2 binding disruptors in cells, primary screen, fluorescence, CHO cells, BLA complementation; CCF4 ratio; inhibition, % at 4.98 µM; Receptor-interacting serine/threonine-protein kinase 2 (Homo sapiens), O43353; hit rate 0.38% among 360,000; in the data active = inhibition above about 21%;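 also: 0% = vehicle only and 100% = reference blocker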
MC4R antag cAMP: MC4R antagonists of cAMP signaling, primary screen, cell-based, TR-FRET, antagonist arm of biased-ligand search; Melanocortin receptor 4 (Homo sapiens), P32245; MC4R-expressing cells, MTII-stimulated cAMP, LANCE TR-FRET; inhibition, % at 6.5 µM; hit rate 0.48% among 360,000; AID 540295, 2011;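 active = inhibition above its plate's cutoff, the mean of tested wells on that plate plus 3 SD, cut at about 29% in these data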;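 also: 0% = Melanotan II alone and 100% = Melanotan II plus saturating MCL0020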
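material = U2OS cells stably expressing human melanocortin 4 receptor (MC4R) | also added = Melanotan II challenge | dosing = single nominal compound dose of 6.5 µM | detection = TR-FRET with Eu-cAMP and labeled anti-cAMP, 671 nm | replication = singlicate | timing = compound 30 min, challenge 1 h, detection 1 h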
Cardio protect: cardioprotection against H2O2-induced cell death, primary screen, uHTS, H9c2 cells, ATPLite luminescence; H9c2 cardiomyocytes, H2O2 injury protection, 2 h; protection from H2O2 cell death, % at 20 µM; hit rate 0.63% among 360,000;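 active = compounds giving at least 50% protection of heart cells from peroxide-induced death in the single-dose screen, raw or plate-pattern-corrected value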;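 also: 0% = DMSO wells with peroxide and 100% = DMSO wells without peroxide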
MC4R ag barr: MC4R agonists recruiting beta-arrestin, primary screen, cell-based, luminescence, agonist arm of biased-ligand search. U2OS MC4R beta-arrestin complementation; percent of melanotan II response, DMSO zero. activation, % at 8.9 µM. hit rate 0.98% among 360,000. AID 540308, 2011;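 active = activation above a per-plate cutoff, the mean activation of sample wells on that plate plus 3 SD, cut at about 8% in these data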
* marks the source's active call; other numbers are inactive results; · = no result given.

Each structure is followed by: Cardio protect	MC4R ag barr	TLR9-MyD88 inh	MC4R antag cAMP	NOD2 RIPK2 PPI	ABCB6 inh 2	SRC2 inh	ABHD5-PLIN5 inh	m5-HT2A agonist	N-glyco inh
COc1cccc(-n2nnc3c(=O)n(Cc4c(F)cccc4Cl)cnc32)c1
 : -8	0.8	2	14	-6	100	-1	12	0	-2
N#CC1=C(S)N(c2ccccc2)C(c2ccc(-c3ccc(Cl)c(Cl)c3)o2)NC1=O (configuration not stated)
 : 2	-0.8	1	8	0	102	-13	0	1	-1
COCCNc1nc(C)cc(-c2cc(-c3ccc(Cl)cc3)on2)n1
 : 0	-1.4	-1	-2	3	100	1	9	3	4
CC(C)Cn1c(=O)c2sccc2n2c(CCCC(=O)NC3CCN(Cc4ccccc4)CC3)nnc12
 : 6	-2.5	-3	2	-60	91	-24	-3	-5	4
COc1cc(OC)cc(-c2c(-c3cccs3)c3cc(-c4ccc(OCc5ccccc5)cc4)ccc3n2C)c1
 : -6	-0.8	3	2	0	104	-3	10	7	2
Cn1ncc(Br)c1NC(=O)Nc1ccccc1
 : -4	-1.1	-3	11	-11	99	·	-10	14*	0
Cc1cc(NCCO)nc(N2CCOCC2)n1
 : 1	-0.7	-10	9	-8	102	-5	-1	3	0
C/C(=N\NC(=S)Nc1ccc(C)c(C)c1)c1ccc(N2CCOCC2)cc1
 : 6	5.0	-9	12	8	94	-15	-16	-1	-3
Nc1nc(NCc2ccco2)nn1-c1ccccc1
 : 4	-0.4	0	-2	-3	101	6	-1	-5	0
COc1ccc(C(=O)Oc2ccc(=O)n(-c3ccccc3)n2)cc1
 : 6	-1.1	2	4	-3	104	11	3	3	1
CCCNC(=O)C1CN(S(=O)(=O)c2ccc(C)cc2)c2ccccc2O1 (configuration not stated)
 : -2	-0.6	-13	22	1	99	-8	-7	-3	-2
COc1ccccc1OCC(=O)Nc1ccccc1C(=O)NC1CC1
 : 5	2.5	11	7	2	101	4	7	-1	1
COc1ccc(CNS(=O)(=O)c2ccc3c(c2)NC(=O)CS3)cc1
 : -7	-2.4	-1	-2	0	95	0	-3	-5	-2
O=S(=O)(c1ccccc1)N1CCN(CCc2ccccc2)CC1
 : 0	-1.0	-6	12	-2	99	1	-12	-6	-2
CCCOc1ccccc1C1CC(=O)Nc2cc3c(cc21)OCO3 (configuration not stated)
 : -22	-0.5	1	-18	9	89	22	1	13	8
O=C(O)c1cccc(N2C(=O)/C(=C/c3ccc(SCc4ccc(Cl)cc4)o3)SC2=S)c1
 : 8	-4.2	8	-1	-1	124	-1	-14	-3	4
CCSc1nc2ccccc2n1C(=O)/C=C/c1ccc(OC)c(OC)c1
 : 16	-1.4	7	-7	3	92	32	20	2	-14
Cc1ccc(NC(=O)N/C=C/c2ccco2)cc1C
 : -1	-1.6	-5	-2	3	104	-7	10	1	0
CC(C)S(=O)(=O)N1CCCC(c2cc(C(=O)NCc3cccnc3)no2)C1 (configuration not stated)
 : -5	-0.8	·	4	-6	108	-4	14	-2	4
Cc1cc(C)c(S(=O)(=O)N2CCC(C(=O)NCc3ccncc3)CC2)c(C)c1
 : -1	-2.5	0	2	2	98	-3	0	-5	1
COc1cc(OC)cc(-c2c(C#Cc3ccsc3)c3cc(-c4cccc5[nH]cc(C=O)c45)ccc3n2C)c1
 : 10	1.3	4	2	5	108	6	5	21*	-11
O=C(CSc1nnc(SCc2ccc(Cl)cc2)s1)N1CCN(C(=O)c2ccco2)CC1
 : -14	-1.1	-6	7	-12	94	-47	1	-7	0
C/C(=N\NC(=O)C(C)Sc1ccccc1)c1ccc([N+](=O)[O-])cc1 (configuration not stated)
 : -4	-0.3	4	-3	-9	95	-4	0	-5	-2
CCOc1ccc(-n2c(C)cc(/C=N\NC(=O)CC(=O)NC3CCCCC3)c2C)cc1
 : -7	-2.2	0	-3	4	89	18	1	4	-3
CC(C)Cc1ccc(C(C)C(N)=Nc2ccc(O)cc2)cc1 (configuration not stated)
 : 1	-1.6	2	3	6	98	-50	8	-8	1
CCC1CCCCN1CC(=O)Nc1cc(OC)c(OC)cc1C#N (configuration not stated)
 : 14	3.0	-10	12	-8	103	-17	5	0	-2
Cc1cccc(NC(=O)CNC(=O)CN2C(=O)NC3(CCCc4ccccc43)C2=O)c1C (configuration not stated)
 : 2	-2.8	10	3	5	93	-14	-9	2	0
CC1CCCCC1NC(=O)c1ccc(NC2=NC3CS(=O)(=O)CC3S2)cc1 (configuration not stated)
 : 4	-4.3	-15	1	-9	95	-2	0	0	-1
O=C(Nc1ccc(SC(F)F)cc1)c1ccc2nccnc2c1
 : -15	1.0	-14	1	7	97	-23	-1	-4	-1
COC(=O)CSc1nc2sc3c(c2c(=O)n1-c1ccc(OC)cc1)CCN(C)C3
 : -4	-1.6	9	-5	-8	101	-5	15	4	3
O=C(N/C=C/n1cnc2cc(C(F)(F)F)ccc21)c1ccc(F)cc1
 : -13	0.3	-8	2	-9	99	-2	-1	4	3
CC(=O)c1ccc(OCc2ccccc2)c(C)c1O
 : -9	1.9	-9	-1	2	102	-46	0	-7	-1
CC(NC(=O)c1cc(S(=O)(=O)N(C)C)ccc1Cl)C1CC2CCC1C2 (configuration not stated)
 : -2	1.8	-3	21	-3	94	28	0	2	2
Cc1ccccc1NC(=S)N1CCCC(c2nc3ccccc3[nH]2)C1 (configuration not stated)
 : 2	-3.6	9	4	-4	105	7	-3	4	0
Cc1ccc(NC(=O)Nc2cccs2)cc1
 : -30	1.6	3	15	-3	97	-55	-9	5	-1
CCCn1c(CC)nc([N+](=O)[O-])c1Sc1ncn[nH]1
 : 3	-0.5	-5	-3	-9	94	19	10	7	0
Cc1cc(C)cc(N(C(C)C(=O)NC2CCCC2)S(C)(=O)=O)c1 (configuration not stated)
 : 6	-1.4	1	1	-8	84	7	5	6	1
C/C(=N\NC(=S)NCCc1ccccc1)c1ccc(C#N)cc1
 : -2	4.2	-1	-2	-8	100	-18	-5	-4	-3
CC1CC(C)CN(S(=O)(=O)N2CCCC(C(=O)NC(C)c3ccccc3)C2)C1 (configuration not stated)
 : 5	-0.3	-1	7	2	94	-10	10	5	-2
CC12CCC(=O)C=C1CCC1C2C(O)CC2(C)C1CCC2(O)C(O)CO (configuration not stated)
 : -1	-0.2	·	1	-12	98	-9	1	5	2
CCc1ccc(N(CC(=O)Nc2ccccc2C(=O)N2CCCC2)S(C)(=O)=O)cc1
 : 2	-0.5	12	4	-4	98	-2	8	8	2
Cc1ccc(-n2c(SCC(=O)NCCN3C(=O)CSC3=O)nnc2-c2cccc(C)c2)cc1
 : 5	0.4	1	-5	0	81	7	6	-2	-2
O=c1[nH]c2ccccc2c2nc3ccccn3c12
 : -2	0.6	-7	1	1	98	-39	3	-3	10
COC(=O)c1sccc1NC(=O)/C=C/c1c(Cl)cccc1Cl
 : 6	-4.3	-15	5	-6	98	-18	-3	3	5
Cc1ccc(-n2cc(-c3ccccc3)c3c(=O)[nH]cnc32)cc1
 : -3	1.2	-4	5	-3	101	-2	5	1	0
CC(C)n1c(CCCO)nc2ccccc21
 : 2	-0.3	1	-2	-1	92	-9	0	4	2
CCCCOc1ccc(CNC(=S)N/N=C/c2ccc(OC)c(OC)c2)cc1
 : -12	1.6	-3	-7	-5	98	-5	-6	-1	-1
Oc1ccc(/C=N/N=C/c2ccc(O)c(O)c2)cc1O
 : 52*	-0.8	-4	-1	8	105	9	-2	-6	-8
Cc1cc(=O)n2[nH]c(=O)c(N=Nc3ccccc3)c2[nH]1
 : 9	-1.3	-8	-18	-11	104	-8	3	1	2
CCOC(=O)c1ccc(NC(=O)CCc2nc(-c3ccccc3)no2)cc1
 : -23	2.8	-7	0	-1	97	-8	-6	-1	-3
CCCC1(C(=O)OCC)NC(c2ccc(O)cc2)C2C(=O)N(c3cccc(C(C)=O)c3)C(=O)C21 (configuration not stated)
 : 2	-1.3	1	1	-10	99	15	2	3	1
O=C(Cn1cc(C(F)(F)F)ccc1=O)N1CCCc2ccccc21
 : 4	-1.8	-5	2	-7	109	-15	0	2	0
Cn1c(=O)c2c(nc(NCc3ccc4c(c3)OCO4)n2Cc2ccccc2F)n(C)c1=O
 : -17	-2.0	-4	13	-7	94	-50	1	-1	4
O=C(NCc1cccnc1)c1cccc2c1C(=O)N(Cc1cccnc1)C2
 : 23	-2.4	2	11	-4	96	7	3	0	0
CCOC(=O)C(CC)/C(C)=N\NC(=O)CCC(=O)Nc1ccc(Cl)cc1Cl (configuration not stated)
 : 3	-5.1	-12	7	-1	99	9	1	6	2
O=C(NN=C1CCCC1)c1cc(O)cc(O)c1
 : 2	-1.6	-4	-3	-2	103	-16	3	-3	4
Cc1cc(C)cc(N=Cc2c(O)c3ccccc3oc2=O)c1
 : -10	-0.6	-2	-1	-8	98	-18	-1	0	1
CCn1c(=O)n(CC)c2cc(N)ccc21
 : 11	-2.4	-15	-3	-2	104	-6	-1	4	2
COc1ccc(CCN(C)C(=O)CNC(=O)c2ccc3c(c2)OCO3)cc1OC
 : 1	-2.8	-8	0	-13	101	8	3	-4	0
COc1ccc(S(=O)(=O)NC(C)C(=O)NCc2ccccn2)cc1OC (configuration not stated)
 : -2	1.8	-12	13	-4	96	7	10	3	-1

Next section.
Each structure is followed by: Cardio protect	MC4R ag barr	TLR9-MyD88 inh	MC4R antag cAMP	NOD2 RIPK2 PPI	ABCB6 inh 2	SRC2 inh	ABHD5-PLIN5 inh	m5-HT2A agonist	N-glyco inh
CCOc1ccc(S(=O)(=O)Nc2ccc(S(=O)(=O)N3CCCCC3)cc2)cc1
 : 4	-1.2	-4	3	2	103	18	-4	-9	-2
O=C(NCCCn1ccnc1)c1ccccc1Cl
 : 9	-1.1	-9	4	-6	97	22	3	0	2
CC/C(=N/O)c1cnnc(SC)n1
 : 6	0.4	7	-2	-22	97	16	0	-2	0
CCN(C(=O)COC(=O)c1ccc(OCc2c(C)noc2C)cc1)c1ccccc1
 : -14	-2.0	-2	4	-3	101	-14	5	2	0
NS(=O)(=O)c1ccc(NC(=O)COC(=O)c2ccc([N+](=O)[O-])s2)cc1
 : 48	-1.2	0	24	3	98	-10	1	6	0
C/C(=N\NC(=O)c1ccc2c(c1)OCO2)c1ccc2c(c1)OCO2
 : -11	-1.1	5	-8	-4	97	-18	2	3	-1
CC(=O)Oc1ccc(-c2ccc(C(=O)OCC(=O)c3c(N)n(C)c(=O)n(C)c3=O)cc2)cc1
 : -11	0.7	-13	-7	6	97	-10	-1	2	1

High-throughput results from PubChem.

A portion of the library; rates above refer to the full screens.
